ELG1 repair inh: inhibitors of ELG1-dependent DNA repair in HEK293T cells; HEK293T ELG1-luciferase reporter, luminescence, 16 h; DNA damage induced by 5-fluorouridine; Potency, µM (highest dose often 46.1 µM), without a hit: top-dose activity change, negative = inhibition, most hits filed as inhibitors; actives 2.3% (n = 330,000); note: potency is the fitted concentration of half-maximal effect; % is set by controls: 0 for no effect and ±100 for the full control effect; nearly all actives have a fitted effect of over 55% in size
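Quantitative HTS, concentration-response format. 2,000 cells/well co-treated with 5-fluorouridine and compound, 16 hr in 5% CO2 at 37 °C; ONE-Glo luminescence read after 30 min.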
TCR activator: activates T cell receptor signaling. Potency, µM (doses to about 9.22 µM), without a hit: at the top dose activation of IL-2 secretion, actives largely listed as activators. primary human leukocytes, anti-CD3, IL-2 HTRF, 48 h. 330,000 tested, under 10 active; note: % of control where 0% means no effect
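48 hr co-incubation of compounds, a-CD3 beads and primary human leukocytes; IL-2 quantified homogeneously by HTRF with anti-IL-2 K and d2 conjugates.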
a7 integrin act: activators of alpha7 integrin expression for muscular dystrophy; alpha7betagal myoblasts, beta-gal FDG fluorescence, 48 h; Potency, µM (highest dose often 38.3 µM), inactives show top-dose activation, hits mostly activators; actives 0.064% (n = 350,000);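 note: potency is the fitted concentration of half-maximal effect; 100% = response of the positive control SU9516; nearly all actives have a fitted effect of over 60% in size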
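alpha7betagal+/- myoblasts (passage 13, 250/well) treated 48 h at 37C with compounds at 1:260 dilution of DMSO stock. Lysed, then beta-galactosidase activity read as FDG fluorescence (ex 480/em 540) after 30 min, with pre-read for autofluorescence.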
A-T KAP1 phos: potential ataxia-telangiectasia treatments restoring KAP-1 phosphorylation; […] A-T fibroblasts, KAP-1 phosphorylation AlphaLISA; neocarzinostatin DNA damage 30 min before lysis; Potency, µM (titrated, usually from 57.5 µM), inactives show top-dose activation, usual class: activators; actives 0.19% (n = 320,000); AID 485349; note: potency is the fitted concentration of half-maximal effect; % of control where 0% means no effect; nearly all actives have a fitted effect of over 45% in size
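ATM-like activity read as KAP-1 phosphorylation via AlphaLISA donor/acceptor antibody pairs after lysis and 6 hr at 25C. Cells were ATM-null patient fibroblasts ([…], hTERT), dosed 60 min, then exposed to the DSB inducer NCS for 30 min.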
TSG101-PTAP inh: blocks PTAP/TSG101 interaction to inhibit HIV-1 budding; Potency, µM (highest dose often 115 µM), for inactives: at the highest dose activity change, negative = inhibition, hits mostly inhibitors; Q99816; 340,000 tested, under 10 active; Fluorescence polarization, FITC-PTAP peptide / Tsg101 binding; AID 493005; active = well fitted inhibition curve with a large enough effect in the main read-out, with a control signal flat, not every such curve was filed as active; inconclusive = small, poorly fitted or top-dose-only effect, or effect the other way, or a change in a side signal; inactive = no such curve, though single readings can be large or run the other way; note: potency is the fitted concentration of half-maximal effect; % of control where 0% means no effect
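FP read-out: FITC-PTAP peptide, 50 nM final, binding Tsg101 binding domain, 10 uM final; 20 min, r.t.; 10 mM HEPES pH 7.5, 0.15 M NaCl, 0.01% Tween 20, 3 mM EDTA, 0.1 mM TCEP.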
TRPV1 ag: human TRPV1 agonism; Q8NER1; TRPV1-expressing cells, Fluo-8 calcium influx, agonist mode; activation, % at 8.33 µM; actives 0.19% (n = 320,000); AID 540275; in the data active = activation above about 80%; inconclusive = between about 30% and that limit; note: 0% is about no effect
Target sequence (Q8NER1 whole entry, looked up): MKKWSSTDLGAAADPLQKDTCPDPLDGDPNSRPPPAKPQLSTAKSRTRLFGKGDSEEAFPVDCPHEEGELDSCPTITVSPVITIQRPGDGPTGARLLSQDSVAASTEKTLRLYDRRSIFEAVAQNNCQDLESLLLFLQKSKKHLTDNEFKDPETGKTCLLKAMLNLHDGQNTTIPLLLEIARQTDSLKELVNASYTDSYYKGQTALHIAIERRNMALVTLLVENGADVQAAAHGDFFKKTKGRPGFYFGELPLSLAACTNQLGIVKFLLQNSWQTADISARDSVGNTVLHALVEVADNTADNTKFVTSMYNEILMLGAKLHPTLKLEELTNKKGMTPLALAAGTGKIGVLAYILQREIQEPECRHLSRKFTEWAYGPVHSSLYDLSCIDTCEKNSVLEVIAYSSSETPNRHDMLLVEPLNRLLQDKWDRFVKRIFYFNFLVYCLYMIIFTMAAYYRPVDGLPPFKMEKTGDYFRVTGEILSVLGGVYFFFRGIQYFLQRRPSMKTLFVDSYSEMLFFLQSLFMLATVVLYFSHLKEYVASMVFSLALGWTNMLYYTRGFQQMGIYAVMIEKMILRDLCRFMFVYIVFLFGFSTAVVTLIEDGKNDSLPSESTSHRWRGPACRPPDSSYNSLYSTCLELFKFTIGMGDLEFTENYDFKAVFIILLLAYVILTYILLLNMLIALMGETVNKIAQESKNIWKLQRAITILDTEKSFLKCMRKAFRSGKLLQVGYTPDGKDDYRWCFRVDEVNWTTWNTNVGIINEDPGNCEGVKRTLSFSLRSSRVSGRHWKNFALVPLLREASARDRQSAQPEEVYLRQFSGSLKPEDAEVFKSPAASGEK
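Cells expressing TRPV1 were dye-loaded with Fluo-8 and read kinetically: 10 s baseline, 3 min after compound (agonist portion), then 2 min after EC20 capsaicin (allosteric enhancer portion). Calcium-bound dye fluorescence at 480/520 nm.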
B2AR arrestin: recruits beta-arrestin to the human beta2-adrenergic receptor. beta-arrestin recruitment to beta2AR, cell-based reporter. Potency, µM (top dose mostly 46.1 µM), without a hit: at the highest dose activation, hits mostly activators. actives 0.02% (n = 330,000). AID 492947;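 note: potency is the fitted concentration of half-maximal effect; 0% = DMSO controls and full agonism = EC100 isoproterenol or metaproterenol; nearly all actives have a fitted effect of over 65% in size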
BRCA1 expr up: increases BRCA1 expression. actives 1.1% (n = 380,000). MCF7-BRCA1-FFLuc reporter, luminescence, 48 h; response scale: scaled: vehicle 0%, 10 µM genistein 100%. Potency, µM (highest dose often 46.1 µM), for inactives: top-dose activation, actives largely listed as activators. AID 624202; note: potency is the fitted concentration of half-maximal effect; nearly all actives have a fitted effect of over 80% in size; some results filed as inactive show a strong effect at the top dose
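Luminescence from a BRCA1-driven firefly luciferase in MCF7 cells was the read-out, taken 15 min after substrate addition following 48 h compound exposure at 37 °C. Data were normalized to a 10 microM genistein control and DMSO vehicle.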
p53 reactivation: re-activators of mutant p53; H1299 p53-A138V BP100-luciferase reporter, luminescence, 24 h; Potency, µM (titrated, usually from 92.2 µM), without a hit: at the highest dose activity change, positive = activation, usual class: activators; actives 0.063% (n = 320,000); AID 504706; note: potency is the fitted concentration of half-maximal effect; % of control where 0% means no effect; nearly all actives have a fitted effect of over 45% in size
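H1299 (p53-null), stable ts p53-A138V + BP100-Luc; 1000 cells/well, Opti-MEM/10% FBS; cpd 4 pt, 1:5; 24 h, 37 deg C, 5% CO2; detection reagent 10 min RT; luminescence.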
CXXC DNA block: MLL CXXC-DNA interaction inhibition. Q03164. MLL-CXXC / FITC-HOXA9 DNA fluorescence polarization. actives 0.037% (n = 290,000). Potency, µM (doses to about 115 µM), for the others: at the top dose activity change, negative = inhibition, actives largely listed as inhibitors; active = well fitted inhibition curve with a large enough effect in the polarisation, with a control signal flat, not every such curve was filed as active; inconclusive = small, poorly fitted or top-dose-only effect, or effect the other way, or a change in a side signal; inactive = no such curve, though single readings can be large or run the other way; the % refers to the polarisation; note: potency is the fitted concentration of half-maximal effect
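Steps: dispense CXXC domain solution (7 uM) → pin compounds or unlabeled HOX-A9 DNA control → 5 min ambient → add FLSN-HOX-A9 solution (50 nM) → spin → 30 min ambient → fluorescence polarization. Tris pH 7.5/NaCl/DTT/BSA buffer.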
The depositor's hits bear a star; u = inconclusive; x = no result given; & = joins results of further samples; [ ] = dose if it differs, or a comment. Unless noted, calls come from the whole dose curve; as a rule, active = well fitted curve in the direction sought with a large enough effect; inconclusive = small, poorly fitted or top-dose-only effect, or another doubt; inactive = no such curve, though single readings can be large; an effect the other way counts as inactive or inconclusive. The order is random; 3.8% or so of the library scored in one or more.

SMILES	ELG1 repair inh	TCR activator	a7 integrin act	A-T KAP1 phos	TSG101-PTAP inh	TRPV1 ag	B2AR arrestin	BRCA1 expr up	p53 reactivation	CXXC DNA block
CC(C)CCC(O)(c1ccccc1)C(CN1CCOCC1)c1ccccc1 (stereo unspecified)	0%	6%	-62%[inhibitor]	28%	-1%	u	-0.6%	-31%	-4%	-5%
Nc1cc(N)nc(SCC(=O)NC2CCCCCCC2)n1	-3%	-2%	-1%	1%	0%	-2	-0.1%	21%	-5%	x
CCOCCCn1c(=NC(=O)c2cccnc2)c(C(=O)OCC)cc2c(=O)n3ccccc3nc21	u	4%&3%	-30%&-21%	-1%	-2%&-2%	-2	-0.1%	-12%&-13%	-17%	1%
Cc1ccc(S(=O)(=O)Nc2ccc(S(=O)(=O)N3CCOCC3)cc2)cc1[N+](=O)[O-]	2%	10%	-21%	-12%	0%	-4	-0.1%	-14%	-2%	3%
N#Cc1ccccc1NC(=O)CC1c2ccccc2Oc2ccccc21	0%	-1%[46.1 µM]	-22%	1%	0%	23	-1.1%	-31%	3%	3%
NS(=O)(=O)c1ccc(NC(=S)NC(=O)c2ccc(Br)o2)cc1	10%	-9%	13%	0%	-1%	1	-0.2%	13%	9%	-17%
COc1ccc(N(CCC(=O)O)S(=O)(=O)c2ccc(C)cc2C)cc1	1%	-20%	2%	3%	-2%	3	0.1%	0%	6%	-1%
CC(C)CC(=O)Nc1nnc(SCC(=O)Nc2nccs2)s1	0%	-4%	-2%	-3%	x	-2	-1.4%	-17%	17%	3%
COc1cc(C2OC(=O)c3ccccc3S2)cc(OC)c1OC (stereo unspecified)	0%	-2%	-7%	0%	1%	x	6.5%	-3%	-2%	-7%
O=C(CSc1ncn[nH]1)Nc1ccc2c(c1)CCC2	15%	-9%[46.1 µM]	11%	0%	-5%	10	-0.1%	29%	17%	6%
CC(C)Oc1ccc(C(=O)Nc2cccc3cccnc23)cc1	u	-7%	0%	21%	-4%	u	0.4%	-23%	1%	16%
C[C@H](CO)N1C[C@H](C)[C@@H](CN(C)C(=O)NC2CCCCC2)Oc2c(NC(=O)Nc3ccccc3)cccc2C1=O	u	2%	-11%	7%	0%	x	0.3%	-6%	-5%	x
Clc1ccc(COc2ccccn2)cc1Cl	18%	4%	0%	6%	3%	1	-0.3%	-5%	-1%	0%
Nc1nonc1C(=O)N/N=C/c1cc(Br)ccc1O	0%	4%	-24%	-2%	-1%	u	-0.8%	-64%	7%	u
CCn1c(SCC(=O)N2CCOCC2)nnc1C(C)NC(=O)c1ccccc1 (stereo unspecified)	12%	-8%	-26%	-5%	-2%	-4	0.2%	0%	u	4%
COc1ccc(NS(=O)(=O)c2cc(NC(=O)C3CCCO3)ccc2N2CCCCC2)cc1 (stereo unspecified)	1%	-2%	16%	-3%	0%	u	-0.2%	-15%	-1%	-5%
CCOc1ccc(/C=C2/C(=O)N(c3ccc(OC)cc3)C(=S)N2CC(=O)OC)cc1OCC	u	-1%[46.1 µM]	3%	-2%	-4%	u	0.4%	-18%	u	-7%
CCOC(=O)N1CCN(C(=O)c2cn(CC)c3ccc(S(=O)(=O)N(C)C4CCCCC4)cc3c2=O)CC1	-5%	-2%	-18%	-1%	-2%	2	0.0%	1%	-10%	12%
CCOC(=O)Cn1nc(C)c(NC(=O)COc2ccc(C)c(C)c2)c1C	0%	2%	-23%	u	-4%	0	-0.5%	2%	-2%	-5%
COc1ccc(-c2sc(Nc3ccccc3)n[n+]2-c2ccc(F)cc2)c(C)c1C	u	-3%	13%	10%	0%	12	-1.2%	-40%	x	5%
CCc1ccc(-c2cc3c(=O)n(CC(=O)NCCCN4CCC(Cc5ccccc5)CC4)nc(C)n3n2)cc1	u	-8%	-3%	9%	2%	0	0.3%	10%	9%	23%
CCOCc1c(C(=O)OCC(=O)Nc2ccccc2C(N)=O)oc2ccccc12	-8%	-3%	3%	-3%	-6%	20	0.1%	2%	2%	x
Cc1ccc(S(=O)(=O)/N=C2/NC(=O)/C(=C\c3cc(Br)cc(Br)c3O)S2)cc1	0%	12%	-16%	-9%	20%	u	-0.2%	18%	-9%	u
Cc1ccc(C)c(NC(=O)C2CCCN(S(=O)(=O)c3c(C)noc3/C=C/N(C)C)C2)c1 (stereo unspecified)	0%	0%	22%	10%	-3%	7	-0.3%	-25%	-1%	7%
CC(=O)N=c1sccn1CC(O)c1ccc(Br)cc1 (stereo unspecified)	-8%	4%	6%	5%	1%	-1	0.1%	12%	3%	-2%

An excerpt from above in order of the a7 integrin act value, falling.
structure	a7 integrin act
COc1ccc(-c2sc(Nc3ccccc3)n[n+]2-c2ccc(F)cc2)c(C)c1C	13%
Clc1ccc(COc2ccccn2)cc1Cl	0%
CC(C)CC(=O)Nc1nnc(SCC(=O)Nc2nccs2)s1	-2%

The list continues:
SMILES	ELG1 repair inh	TCR activator	a7 integrin act	A-T KAP1 phos	TSG101-PTAP inh	TRPV1 ag	B2AR arrestin	BRCA1 expr up	p53 reactivation	CXXC DNA block
O=C(O)c1cc(-c2ccccc2)n(-c2ccccc2)n1	u	6%	9%	2%	-6%	-3	0.4%	-2%	2%	-17%
COc1cc(NC(=S)NNC(=O)CC(C)C)c(OC)cc1Cl	-14%	0%[46.1 µM]	u	-7%	-4%	-5	-0.8%	-8%	-1%	25%
O=C(Nc1cccc(S(=O)(=O)NC2=NCCC2)c1)c1cc(=O)[nH]c2ccccc12	-16%	-6%	0%	4%	0%	-3	0.0%	-2%	1%	x
COc1cc(C(=O)OCCc2cc3ccccc3c(=O)o2)cc(OC)c1OC	u	-59%	-28%	1%	-4%	9	0.1%	-55%	-11%	x
CON1C(=O)C(=O)N(OC)C(C)(C)C1C (stereo unspecified)	-4%	-1%	8%	2%	-2%	x	-1.1%	13%	-2%	-7%
NC(=O)CSc1ccc(-c2ccc(F)cc2)nn1	8%	-2%	-1%	10%	0%	3	-0.4%	16%	2%	0%
Cc1ccc(OCCNCc2ccccc2)c(C)c1	-10%	x	-1%	6%	1%	11	-0.1%	29%	-26%	1%
Cc1ccc2nc3c(c(Nc4ccccc4)c2c1)CCC3	-29%	-10%	-20%	-5%	-2%	u	-1.1%	-40%	-3%	43%[activator]
Cc1ccc(N(Cc2cc3ccccc3[nH]c2=O)S(=O)(=O)c2ccccc2)cc1	-1%	-7%[46.1 µM]	18%	0%	-7%	18	-1.1%	-58%	-15%	1%
CC[C@]12C(=O)N(C)C[C@H]([C@@H]3C(=O)N(C)C(=O)[C@@H]31)N2C(=O)c1ccc(C)cc1	x	6%	-5%	x	-4%	x	x	-5%	x	x
Cn1cc(S(=O)(=O)CC(=O)N2CCCc3ccccc32)c2ccccc21	-13%	-6%	-8%	6%	-2%	1	-0.1%	-19%	-1%	-2%
COC(=O)C(O)(CC(=O)Nc1ccc(Cl)cc1Cl)C(F)(F)F (stereo unspecified)	-10%	1%[46.1 µM]	4%	1%	-6%	-2	2.6%	18%	-4%	-11%
CC1=C(C#N)C(NC(=O)C(C)(C)C)(C(F)(F)F)C(=O)N1 (stereo unspecified)	-4%	7%	8%	10%	-5%	0	0.1%	5%[1.84 µM]	-6%	8%
CN(C(=O)c1cccs1)C1(C)CCS(=O)(=O)C1 (stereo unspecified)	6%	-6%	18%	0%	-4%	1	0.4%	16%	-7%	8%
CCOc1ccc(CCNC(=O)COC(=O)/C=C/c2ccc(OC)c(OC)c2)cc1OCC	-4%	-1%	-8%	-4%	-4%	4	0.2%	-9%	-19%	15%
S=c1nc[nH]c2nc[nH]c12	22%&-13%	5%&-6%	x	2%&-4%	0%&-1%	0&1	-0.7%&-0.2%	-32%&-54%	4%	10%
CCCCn1c(-c2ccc(OC(F)F)cc2)nc2c1c(=O)[nH]c(=O)n2CC(C)C	u	-3%	12%	7%	0%	-1	-0.3%	-14%	-4%	14%
CCC1(C)NC(=O)N(CC(=O)Nc2sc3c(c2C(N)=O)CCC3)C1=O (stereo unspecified)	1%	1%	16%	15%	-14%	-1	2.0%	0%	16%	-8%
c1csc(-c2nc(N3CCOCC3)c3ccccc3n2)c1	u	2%	-21%	1%	-2%	-4	-0.1%	-78%[inhibitor]	-2%	3%
CC1CCCCN1C(=S)NCc1ccccc1 (stereo unspecified)	3%	-1%[46.1 µM]	18%	6%	0%	20	-0.3%	-1%	6%	7%
Cn1c(=O)n(CC(=O)Nc2ccc(F)cc2)c2ccccc21	7%	-4%	-3%	8%	-4%	-1	-0.2%	8%	11%	8%
CCCCn1c(CNC(=O)Cc2ccccc2)nc2ccccc21	-2%	7%	5%	2%	-3%	u	-0.2%	-1%	3%	8%
Cc1ccccc1SCC(=O)Nc1cc(S(=O)(=O)N2CCOCC2)ccc1N1CCOCC1	u	-2%	6%	-1%	-3%	24	-0.9%	-18%	-2%	-9%

From PubChem
